High-throughput results: PubChem BioAssay, National Center for Advancing Translational Sciences (NCATS)
Eya2 phos inh = inhibitors of human Eya2 phosphatase activity | Potency, µM (top dose mostly 76.9 µM), inactives show at the top dose activity, negative = inhibition, usual class: inhibitors | O00167 | recombinant Eya2, OMFP fluorescence dephosphorylation (OMFP is methylfluorescein phosphate) | 330,000 tested, 0.006% active | AID 488837; note: potency is the fitted concentration of half-maximal effect
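Eya2 protein (added as 0.2 uM solution) was preincubated with compound for 10 min at ambient temperature in 50 mM HEPES pH 7.5, 50 mM NaCl, 5 uM MgCl2, 0.05% BSA, 1 mM DTT. OMFP (added at 50 uM) then reacted 10 min; fluorescence read at 485/525 nm.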
USP2a block = blocks human ubiquitin-specific protease USP2a. AID 463254. Potency, µM (doses to about 38.3 µM), inactives show at the highest dose activity change, negative = inhibition, most hits filed as inhibitors. USP2 core, Ub-CHOP2 coupled fluorogenic reporter, 485/531. 330,000 tested, 0.01% active;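 note: potency is the fitted concentration of half-maximal effect; plate controls were DMSO wells for no effect and full inhibition by NEM control for full effect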
Target sequence (O75604 whole entry, looked up): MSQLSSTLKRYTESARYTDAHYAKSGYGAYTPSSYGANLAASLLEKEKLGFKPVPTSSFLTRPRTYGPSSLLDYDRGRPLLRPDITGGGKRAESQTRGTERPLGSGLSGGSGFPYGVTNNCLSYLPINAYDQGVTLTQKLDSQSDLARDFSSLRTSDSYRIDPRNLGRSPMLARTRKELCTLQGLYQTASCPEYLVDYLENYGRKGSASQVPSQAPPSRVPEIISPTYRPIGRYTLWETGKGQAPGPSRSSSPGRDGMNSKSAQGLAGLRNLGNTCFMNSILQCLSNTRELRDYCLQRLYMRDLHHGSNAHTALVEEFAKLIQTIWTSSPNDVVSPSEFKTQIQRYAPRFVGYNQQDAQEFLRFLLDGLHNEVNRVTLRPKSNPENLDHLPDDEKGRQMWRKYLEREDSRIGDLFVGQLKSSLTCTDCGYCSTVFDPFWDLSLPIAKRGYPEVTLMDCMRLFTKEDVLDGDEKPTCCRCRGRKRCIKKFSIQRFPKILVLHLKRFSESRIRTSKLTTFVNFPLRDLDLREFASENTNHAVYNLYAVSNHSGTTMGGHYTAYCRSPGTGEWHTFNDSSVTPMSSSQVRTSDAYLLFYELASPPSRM
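USP2 core (10nM final) preincubated 30min RT with compound in 20mM Tris-HCl pH 8.0, 2mM CaCl2, 2mM beta-mercaptoethanol, 0.05% CHAPS; 25nM Ub-CHOP2 plus 25nM reporter substrate added, fluorescence (Ex485/Em531) read after 60min.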
KCNH2 3.1 block = inhibitors of human KCNH2 3.1 potassium channel isoform. U2OS KCNH2 3.1, thallium flux FluxOr; active compounds read low. activity change, % (tested at about 1.8 µM). 340,000 tested, 0.95% active. AID 720553;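 active = maximum activity change below -70%; inconclusive = maximum activity change from -70% to -50%; inactive = maximum activity change above -50%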;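 note: thallium influx rate constant from kinetic fluorescence after stimulation buffer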
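Steps: virus added to U2OS suspension (4 h, RT, dark); medium with 10% FBS added, cells plated, 37 C overnight; FluxOr/Red40 loading buffer 45 min RT; stimulation buffer, 2 min kinetic read; rate constant normalized.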
PKM2 activator = increases activity of human pyruvate kinase M2 | purified PKM2, Kinase-Glo ATP luminescence, activation; response scale: 0% is enzyme alone, no compound | Potency, µM (highest dose often 57.5 µM), for inactives: top-dose activation, most hits filed as activators | 260,000 tested, 0.34% active; note: potency is the fitted concentration of half-maximal effect; nearly all actives have a fitted effect of over 55% in size
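Kinase-Glo luminescence reports ATP generated from ADP (0.1 mM) and PEP (0.5 mM) by purified hPK-M2 after 1 h at room temperature, pH 7.2 imidazole buffer; intermediate enzyme activity allows detecting inhibitors and activators.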
GALK inhibitor = galactokinase (human) inhibition; 270,000 tested, 0.007% active; Potency, µM (doses to about 57.5 µM), inactives show at the highest dose activity change, negative = inhibition, actives largely listed as inhibitors; Purified GALK, Kinase-Glo residual ATP luminescence; P51570; note: potency is the fitted concentration of half-maximal effect
Target sequence (P51570 whole entry, looked up): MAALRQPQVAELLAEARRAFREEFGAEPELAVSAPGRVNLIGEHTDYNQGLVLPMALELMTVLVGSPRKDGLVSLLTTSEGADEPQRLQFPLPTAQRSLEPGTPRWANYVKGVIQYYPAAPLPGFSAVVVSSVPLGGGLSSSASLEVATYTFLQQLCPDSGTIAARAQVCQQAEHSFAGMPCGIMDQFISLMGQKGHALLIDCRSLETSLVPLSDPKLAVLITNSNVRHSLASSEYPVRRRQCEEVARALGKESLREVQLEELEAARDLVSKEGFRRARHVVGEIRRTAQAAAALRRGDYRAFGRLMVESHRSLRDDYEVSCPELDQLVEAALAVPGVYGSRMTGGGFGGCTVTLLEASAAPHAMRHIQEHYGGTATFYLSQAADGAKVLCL
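5 nM enzyme, 35 uM ATP, 100 uM galactose, 20 mM HEPES pH8.0, 5 mM MgCl2; 1 h RT; residual ATP by Kinase-Glo Plus luminescence, qHTS format.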
B2AR arrestin = agonists driving beta-arrestin recruitment to human beta2-adrenergic receptor; P07550; AID 492947; Potency, µM (doses to about 46.1 µM), for the others: at the highest dose activation, actives largely listed as activators; 330,000 tested, 0.02% active; beta-arrestin recruitment to beta2AR, cell-based reporter;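 note: potency is the fitted concentration of half-maximal effect; 0% = DMSO controls and full agonism = EC100 isoproterenol or metaproterenol; nearly all actives have a fitted effect of over 65% in size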
KCNH2 WT inh = KCNH2 (human, wildtype) channel inhibition; AID 720551; activity change, % at 1.84 µM; U2OS, BacMam KCNH2, thallium flux FluxOr; active compounds read low; Q12809; 340,000 tested, 0.37% active;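 active = maximum activity change below -70%; inconclusive = maximum activity change between -70% and -50%; inactive = maximum activity change above -50%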
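U2OS cells were transduced with wild-type KCNH2 virus (2.03 x 10^8 / mL) for 4 h at room temperature, then cultured overnight at 37 C. Thallium flux was read with FluxOr dye. Rate constants were normalized to DMSO controls.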
Giardia killer = kills Giardia lamblia; Giardia lamblia trophozoite viability; 340,000 tested, 0.15% active; activity change, % at 7.66 µM, hits read low; in the data active = activity change below about -80%; inconclusive = between about -30% and that limit;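 note: parasites exposed to compound for two days anaerobically before the ATP read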
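Media and compound were dispensed first, then trophozoites at 100 cells/well; plates sat 48 hrs at 37 deg C without oxygen before ATP luminescence reagent was added and read after 15-30 min at room temperature.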
BCR signal inh = chronic active BCR signaling inhibition; ABC-DLBCL IkBa-CBG/CBR reporter, luminescence ratio, 4 h; Potency, µM (titrated, usually from 46.1 µM), inactives show at the highest dose ratio change, negative = lower green/red ratio, actives largely listed as inhibitors; 340,000 tested, 0.05% active; active = well fitted inhibition curve with a large enough effect in the signal ratio, with a control signal flat, not every such curve was filed as active; inconclusive = small, poorly fitted or top-dose-only effect, or effect the other way, or a change in a side signal; the % refers to the signal ratio;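 note: potency is the fitted concentration of half-maximal effect; plate controls were basal doxycycline-induced cells for no effect and cells given 10 µM MG132 for full effect; MG132 reads +100%, hits lower the ratio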
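Compounds up to 46 uM were incubated four hours with TMD8 cells whose green CBG68 luciferase is fused to IkappaBalpha; red CBR luminescence normalised the signal, and concentration-effect curves were fitted to fusion, red and ratio data.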
FBPA coupling cs = counter-screen for Giardia aldolase inhibitors: coupling enzyme system; coupling enzyme system counterscreen, AmpLite Red fluorescence; activity change, negative = inhibition, % at 58.2 µM, hits read low; 290,000 tested, 0.67% active; in the data active = activity change below about -30%
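Fluorescence at 525 nm excitation and 598 nm emission measured inhibition of the coupled detection system without aldolase. Compounds (at 57.5 uM final) were preincubated 10 min at room temperature with coupling enzyme reagent before a 20 min substrate/AmpLite Red step.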
uPA generation = cell surface uPA generation inhibition. cell surface uPA generation assay, qHTS. Potency, µM (series often up to 38.3 µM), inactives show at the top dose activity change, negative = inhibition, actives largely listed as inhibitors. 330,000 tested, 0.31% active; active = well fitted inhibition curve with a large enough effect; inconclusive = small, poorly fitted or top-dose-only effect; inactive = no such curve, though single readings can be large or run the other way; tested in mouse RAW 264.7 cells; note: potency is the fitted concentration of half-maximal effect; nearly all actives have a fitted effect of over 55% in size
* = called active by the depositor; ? = inconclusive; / = not tested or not shown; [ ] = remark or other dose. Unless noted, calls come from the whole dose curve; as a rule, active = well fitted curve in the direction sought with a large enough effect; inconclusive = small, poorly fitted or top-dose-only effect, or another doubt; inactive = no such curve, though single readings can be large; an effect the other way counts as inactive or inconclusive. Unless noted, % is set by controls: 0 for no effect and ±100 for the full control effect.

SMILES	Eya2 phos inh	USP2a block	KCNH2 3.1 block	PKM2 activator	GALK inhibitor	B2AR arrestin	KCNH2 WT inh	Giardia killer	BCR signal inh	FBPA coupling cs	uPA generation
CCN(c1ccccc1)S(=O)(=O)c1ccc(C(=O)N2CCCC(C(F)(F)F)C2)cc1 (stereo unspecified)	-11.5%	4.2%	6.8	/	/	0.1%	21.1	-0.9	1.5%	/	5.8%
CC1CCN(c2nc(-c3ccccc3)c(C#N)c(=O)[nH]2)CC1	2.5%	1.6%	-0.1	4.7%	-1.0%	-0.8%	-8.3	-3.8	?	6.9	-2.6%
COc1cc(/C=C2/N=C(c3ccccc3F)OC2=O)cc(Cl)c1OS(C)(=O)=O	6.1%	3.0%	/	8.1%	-3.9%	-0.5%	0.0	3.8	-0.2%	2.6	/
COc1ccc(-c2nc(NC(=O)Cn3cnnn3)sc2C)cc1	-10.8%	-0.5%	-14.0	0.3%	11.9%	0.3%	-3.0	-7.0	8.0%	-0.5	-6.7%
Cc1ccc(C)n1-c1nccc(-c2cccs2)n1	3.7%	0.8%	13.7	1.1%	-0.9%	-0.4%	-0.1	2.4	-0.8%	-2.3	-1.3%
COc1ccc(C(=O)NNC(=O)CN(C)S(=O)(=O)c2ccc(Cl)cc2)c(OC)c1OC	28.4%	1.3%	7.1	/	/	-0.4%	2.6	10.6	-7.5%	/	3.0%
CN(C)S(=O)(=O)c1ccc(NC(=O)CCCNC(=O)c2ccc(Cl)cc2)cc1	-10.6%	1.4%	1.4	/	3.4%	0.4%	-7.6	17.6	?	0.9	5.5%
CCOc1ccc(N(CC(=O)N2CCCCCC2)S(=O)(=O)c2ccc(F)cc2)cc1	2.7%	0.8%	-3.7	0.6%	-5.3%	0.2%	9.5	17.0	1.8%	/	-18.6%
O=C(Cn1cnc2c(cnn2-c2ccccc2)c1=O)N1CCOCC1	20.9%	3.8%	-2.7	0.3%	2.2%	0.3%	-6.1	7.0	17.4%	-5.1	14.8%
O=C(COc1ccc2oc(-c3ccccc3)cc(=O)c2c1)Nc1ccccc1	-5.6%	0.5%	13.7	-9.3%	-1.4%	-0.1%	16.5	-1.9	-0.3%	1.0	-8.8%
COc1ccc(CCNC(=O)c2cc(-c3ccncc3)nc3ccc(S(=O)(=O)N4CCOCC4)cc23)cc1OC	-10.6%	0.4%	9.7	3.1%[0.46 µM]	6.0%	-0.7%	9.7	-4.7	-1.7%	-3.1	?
CCOC(=O)c1c(NC(=O)CSc2nnc(C)c(=O)[nH]2)sc(C)c1C	4.0%	1.6%	/	?	0.5%	0.0%	/	/	7.2%	19.9	/
COC(=O)CCC(=O)Nc1ccc2oc3c(c2c1)CCCC3	-0.5%	-1.3%	12.4	-0.5%[11.5 µM]	9.2%	-0.7%	-9.8	-7.7	?	-1.7	0.6%
COC(=O)c1cc(O)c(OCc2ccccc2)c(O)c1	0.1%	1.3%	-2.4	-1.2%	2.4%	-0.2%	-1.8	12.0	?	-0.2	2.4%
Cc1c(CNC(=O)C2CCC(=O)N(CCc3ccccc3)C2)cnn1C (stereo unspecified)	-2.3%	-3.5%	-8.0	-3.4%	3.1%	-0.3%	-1.7	5.6	-7.9%	-1.4	13.1%
Cc1ccc2cc(CN(CC3CCCO3)S(=O)(=O)c3cccc4nsnc34)c(=O)[nH]c2c1 (stereo unspecified)	11.8%	-0.9%	-7.2	-1.6%	3.9%	0.4%	10.7	-0.9	-12.3%	0.8	2.7%
COc1ccc(CNS(=O)(=O)c2ccc3c(c2)CC(C)N3C(=O)C2CC2)cc1 (stereo unspecified)	2.1%	-0.8%	3.7	/	7.8%	0.1%	4.1	-18.4	7.9%	1.5	-10.7%
O=C(COC(=O)CN1C(=O)C2CC=CCC2C1=O)Nc1cc(C(F)(F)F)ccc1N1CCOCC1 (stereo unspecified)	-17.7%[15.4 µM]	2.7%	-45.2	-16.2%	4.0%	-0.1%	-8.1	-4.3	-5.4%	-0.6	1.0%
O=C(c1ccc(F)cc1)N1CCN(C2=NS(=O)(=O)c3ccccc32)CC1	2.3%	-0.3%	-28.2	-2.8%	7.4%	-0.9%	24.9	9.0	1.6%	2.2	-5.2%
COC(=O)C1=CN(Cc2ccc(OC)c(OC)c2)C=C(C(=O)OC)C1c1cccc(F)c1	-23.2%	1.3%	15.1	32.9%	1.0%	0.0%	8.9	11.6	-5.1%	-3.7	6.5%
COc1ccc(N=c2ssnc2Cl)cc1	-9.8%	-0.8%	7.5	-45.7%	-2.6%	-1.0%	-4.0	4.1	-6.6%	-0.6	-5.8%
COc1ccc(-n2ccnc2SCC(=O)Nc2ccccc2)cc1	?	3.5%	0.7	-2.5%	-1.3%	-0.1%	0.3	20.5	-19.0%	-1.2	5.0%
COc1ccc(-n2nnnc2SCC(=O)c2ccc(OC)c(OC)c2)cc1	0.3%	-0.9%	-3.2	1.3%	2.0%	0.1%	4.7	7.7	-16.6%	3.8	1.8%
CC1(C)Cc2c(sc(NC(=O)c3ccc(S(=O)(=O)N4CCCCCC4)cc3)c2C#N)C(C)(C)N1	-2.9%	2.2%	3.8	1.0%	-1.6%	-0.9%	3.9	-19.1	-0.8%	7.7	-0.6%
CC(C)Oc1cccc(C(=O)Nc2ccccc2N2CCOCC2)c1	16.0%	-3.1%	-16.7	-4.1%	0.9%	-0.3%	3.4	-3.1	3.9%	4.0	5.1%
Other results follow:
SMILES	Eya2 phos inh	USP2a block	KCNH2 3.1 block	PKM2 activator	GALK inhibitor	B2AR arrestin	KCNH2 WT inh	Giardia killer	BCR signal inh	FBPA coupling cs	uPA generation
Cc1ccc(N=c2sc(C)c(C)n2C)cc1	2.4%	2.8%	8.7	-9.3%	/	3.4%	1.7	2.5	?	5.3	-0.4%
COc1ccccc1NC(=O)CSc1nnnn1-c1ccc(F)cc1	1.8%	2.0%	18.3	-3.6%	-4.4%	-0.3%	-2.7	2.0	-20.2%	-0.5	3.7%
CCOCc1nnc(NC(=O)CCC2CCCCC2)s1	3.9%	0.0%	-2.4	-5.4%	4.6%	-0.3%	0.9	-18.0	5.1%	1.0	4.9%
CC1=CC2(O)OCCN(CCO)C2=CC1=O (stereo unspecified)	-3.9%	-0.4%	8.6	12.5%	-0.9%	7.5%	13.2	4.4	?	-66.9*	5.3%
Cc1ccc(C(=O)N[C@@H](C)CN2C3=NC[C@H](C(C)C)N3C[C@H]2Cc2ccc(O)cc2)cc1Br	-8.0%	-0.1%	-46.2	-0.8%	-0.4%	-0.2%	-27.7	10.9	-9.3%	-5.6	-14.1%
Cc1cc2cc3c(=O)[nH]c(=O)[nH]c3nc2cc1C	-11.6%	2.0%	/	-1.5%	-1.6%	-0.7%	/	/	-0.2%	0.6	/
CCCCC(=O)N1CC2(C)CN(C(=O)CCCC)CC(C)(C1)C2=O	16.4%	-0.4%	-15.7	-0.3%	0.6%	-1.3%	-5.6	-10.0	-0.9%	2.2	2.3%
Cc1cc(C)cc(NS(=O)(=O)c2ccc(F)cc2)c1	-4.5%	-0.2%	-0.6	2.7%	1.1%	-0.3%	-4.8	-20.1	12.8%	-3.3	2.8%
CCN1C(=O)C(C(=O)c2ccccc2)SC1=S (stereo unspecified)	-13.2%	8.2%	-2.5	0.6%	-0.1%	0.0%	-5.0	-13.8	-1.1%	4.9	8.7%
O=C1c2ccccc2C(=O)N1CCCCN(C(=O)c1cc([N+](=O)[O-])cc([N+](=O)[O-])c1)c1ccc(Cl)cc1	-0.1%	-5.0%	-18.2	-6.7%	0.3%	-0.2%	-7.8	-9.3	-1.1%	-1.4	2.6%
COc1ccc(CCNC(=O)Cc2ccc(OC)c(OC)c2)cc1OC	-5.6%	2.5%	15.3	0.5%	-0.1%	-0.8%	1.6	-5.3	0.0%	1.2	-6.8%
CCN(CC)c1ccc(/C=C/C(=O)C2C(=O)C=C(C)OC2=O)cc1 (stereo unspecified)	?	13.0%	-78.2*	-5.0%	0.9%	-0.2%	?	6.7	-3.7%	4.7	-6.4%
CCOc1ccc(C(C)=O)cc1N1C(=O)C2C(C1=O)C1C=CC2C12CC2 (stereo unspecified)	-2.7%	1.4%	13.4	-3.6%	-1.7%	0.5%	3.6	-5.7	10.1%	3.4	-10.3%
COc1ccc(NC(=O)Nc2ccc3nsnc3c2)cc1	2.2%	3.1%	0.5	1.1%	/	-0.2%	8.7	-6.9	-1.5%	-9.7	-20.5%
O=C(OCC(=O)N1CCN(C(=O)c2ccco2)CC1)c1ccc(Cl)c(Cl)c1	20.8%	0.7%	3.6	/	/	-0.2%	2.9	8.6	-1.2%	/	3.4%
COc1ccc(OC)c(C(=O)CSc2nc3ncccc3[nH]2)c1	10.2%	-4.3%	-14.0	-5.3%	2.8%	0.0%	-1.9	2.4	?	-3.6	-6.2%
C=CCc1cccc2cc(C(=O)NCc3cccnc3)c(=O)oc12	3.3%	-0.5%	-5.0	16.0%	0.2%	-0.9%	8.6	-1.6	?	3.4	4.5%

Compounds were not picked by outcome; overall some 2.4% were active at least once.
